Source: PubChem
CRFBP-R2 block = CRF-BP/CRF-R2 complex antagonism; 0.59% of 350,000 active; HEK293 CRF-R2/CRF-BP, CRF-induced calcium fluorescence; inhibition, % at 11.8 µM; AID 588475;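 active means inhibition of the ligand-induced calcium signal above about 50% at the single tested concentration, limit read from the data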
UBC9 SUMO inh = SUMOylation inhibition; P63279; HTRF SUMOylation assay, SAE1/SAE2 + UBC9, in vitro; inhibition, % at 35 µM; 0.36% of 290,000 active; AID 2006; in the data active means inhibition above about 50%, passing the limit was not always enough; further: strong numbers were not always called active
Target sequence (P63279 whole entry, looked up): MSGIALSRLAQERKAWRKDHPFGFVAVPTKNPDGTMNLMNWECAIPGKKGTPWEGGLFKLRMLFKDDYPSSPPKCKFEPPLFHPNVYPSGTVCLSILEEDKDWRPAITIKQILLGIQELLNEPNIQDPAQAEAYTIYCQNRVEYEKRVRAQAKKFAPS
CRFR2-BP ag = CRF-BP/CRF-R2 complex agonism; 0.46% of 350,000 active; AID 588473; activation, % at 13.2 µM; HEK293 CRF-R2/CRF-BP, calcium dye fluorescence (FLIPR); percent of saturating CRF peptide response;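 active means activation of at least 50%, plus an integration ratio under a set limit after plate pattern correction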;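 further: plate controls were neutral control wells without compound for no effect and CRF at EC100 for full effect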
MEKK3 PB1 HTS = modulators (inhibitors or enhancers) of MEK5 binding to human MEKK3 PB1 domain | bead-based flow cytometry, Alexa488-MEK5 binding to MEKK3; actives lie on both sides; 0 = blocked by unlabeled MEK5, 100 = vehicle | 1.4% of 290,000 active | binding response (% of control), % at 10 µM | AID 1529;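 active means binding response more than 3 SD above or below the average of its plate-row segment, actives on both sides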;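 further: Alexa488 bead fluorescence after subtracting the streptavidin-only scavenger bead signal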
Target sequence (Q99759 whole entry, looked up, the tested form may be a part): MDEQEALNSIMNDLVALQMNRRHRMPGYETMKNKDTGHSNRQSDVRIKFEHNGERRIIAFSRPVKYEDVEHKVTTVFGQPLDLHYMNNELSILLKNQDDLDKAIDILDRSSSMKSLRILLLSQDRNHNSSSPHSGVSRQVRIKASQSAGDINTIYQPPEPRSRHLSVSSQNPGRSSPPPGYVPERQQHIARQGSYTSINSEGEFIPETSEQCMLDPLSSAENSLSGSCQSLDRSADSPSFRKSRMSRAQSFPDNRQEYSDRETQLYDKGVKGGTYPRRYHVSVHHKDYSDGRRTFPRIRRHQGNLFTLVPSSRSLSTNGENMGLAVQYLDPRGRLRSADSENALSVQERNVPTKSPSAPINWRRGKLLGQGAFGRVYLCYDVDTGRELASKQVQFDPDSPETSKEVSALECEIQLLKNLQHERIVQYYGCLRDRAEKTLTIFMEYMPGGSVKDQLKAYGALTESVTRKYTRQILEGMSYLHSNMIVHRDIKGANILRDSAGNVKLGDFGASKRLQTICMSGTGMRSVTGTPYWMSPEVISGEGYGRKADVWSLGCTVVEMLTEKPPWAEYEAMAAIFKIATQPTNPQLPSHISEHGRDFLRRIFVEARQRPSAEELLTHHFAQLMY
MEKK2wt PB1 HTS = raises or lowers MEK5 binding to wildtype human MEKK2 PB1 domain | Q9Y2U5 | bead flow cytometry, Alexa488-MEK5 binding to MEKK2 WT; actives lie on both sides | binding response (% of control), % at 10 µM | 1.1% of 290,000 active | AID 1531; in the data active means binding response below about 67% or above about 130%
DNA FID counter = displaces DNA intercalator in HCV helicase counter-screen; DNA fluorescent intercalator displacement, fluorescence; inhibition, % at 7.9 µM; 0.17% of 290,000 active; AID 1845; in the data active means inhibition above about 37%;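 further: 0% = vehicle and 100% = reference compound; higher means more ethidium bromide displaced from hairpin DNA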
HCV NS3 hel inh = HCV NS3 helicase inhibition. NS3 helicase DNA unwinding, Cy5 molecular beacon fluorescence. inhibition, % at 10.9 µM. 0.56% of 290,000 active. AID 1800;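 active means inhibition above the mean of all tested compounds plus 3 SD, set per campaign, cut at about 35% in these data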;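 further: 0% = DMSO wells and 100% = thioflavine S control wells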
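assay system = NS3 helicase fragment of HCV | buffer or medium = MOPS pH 6.5, MgCl2, DTT, Tween20, BSA | timing = 60 min unwinding reaction at 25 °C after ATP addition | signal = Cy5 beacon fluorescence read at start and 1 h | read-out basis = % inhibition of unwinding | control set = low DMSO, high thioflavine S at 110 µM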
GalR3 antag = antagonists of human GalR3; 0.44% of 360,000 active; O60755; AID 651719; HEK293 GalR3-CNG cAMP membrane potential fluorescence; galR3 body fused to GalR1 C-terminus; inhibition, % at 3 µM;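 active means inhibition above the screen-wide average plus 3 SD, cut at about 13% in these data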;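 further: forskolin and galanin both at EC90 stimulate the cells; cAMP rise reported by CNG channel membrane potential dye signal; 0% = forskolin plus galanin with DMSO and 100% = forskolin alone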
Target sequence (O60755 1-299 limits assumed): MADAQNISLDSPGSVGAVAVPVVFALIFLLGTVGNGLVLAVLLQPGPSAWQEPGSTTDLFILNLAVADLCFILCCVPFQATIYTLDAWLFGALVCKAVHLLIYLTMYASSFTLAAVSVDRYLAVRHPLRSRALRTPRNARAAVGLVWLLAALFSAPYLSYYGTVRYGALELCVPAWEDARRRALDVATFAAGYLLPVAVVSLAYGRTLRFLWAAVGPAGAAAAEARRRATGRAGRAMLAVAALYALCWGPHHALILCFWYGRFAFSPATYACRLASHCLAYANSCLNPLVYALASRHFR
MEKK2mut PB1 HTS = signal of MEK5 binding to mutant human MEKK2 PB1 domain; bead flow cytometry, Alexa488-MEK5 binding to MEKK2 mutant; percent response, % at 10 µM; 0.35% of 290,000 active; AID 1530; in the data active means percent response above about 24%, passing the limit was not always enough; further: inactives centre near 1; some results filed as inactive read as strong as hits
An asterisk follows results filed as active; . = not tested or not shown; [ ] = another dose, or the depositor's remark. Some of the compounds tested; the hit share may differ from the screen's.

SMILES	CRFBP-R2 block	UBC9 SUMO inh	CRFR2-BP ag	MEKK3 PB1 HTS	MEKK2wt PB1 HTS	DNA FID counter	HCV NS3 hel inh	GalR3 antag	MEKK2mut PB1 HTS
CN(CC(=O)Nc1ccc(S(=O)(=O)N2CCCC2)cc1)CC(=O)Nc1cccc(F)c1	-11.8	8.0	0.1	113.0	101.0	-1.5	6.4	-2.3	-2.0
COCCn1c(C)cc(C(=O)COc2ccc(C)nc2[N+](=O)[O-])c1C	-18.8	21.8	-0.1	96.0	94.0	-10.8	1.4	-2.7	-3.0
Cc1c(C(=O)O)sc2nc(/C=C/c3cccc(O)c3)[nH]c(=O)c12	1.3	17.4	0.2	101.0	101.0	-6.4	16.4	-10.6	6.0
COc1ccc(/C=C(\C#N)C(=O)Nc2cc(C)c(Cl)cc2OC)cc1O	1.0	29.2	1.2	125.0	107.0	-1.0	17.6	4.5	12.0
Cc1ccc(CNC(=O)C2CCC(=O)N2CCc2ccccc2)cc1 (stereo not drawn)	-12.1	-19.9	-0.8	100.0	98.0	-9.3	9.6	-4.3	3.0
CC1CCCCC12NC(=O)N(CC(=O)NCCc1ccccn1)C2=O (stereo not drawn)	0.6	5.1	-1.0	103.0	102.0	-2.0	-1.5	-2.9	0.0
COc1cccc(-c2cc(C(=O)N3CCc4ccccc4C3)[nH]n2)c1	8.2	4.2	-0.8	102.0	103.0	-42.0	9.1	-9.1	6.0
O=C(O)CCC(=O)N(Cc1cccs1)Cc1cccs1	-0.2	0.5	-0.2	98.0	95.0	-10.3	-1.4	-4.5	-7.0
CNC(=O)n1cc(C)c(-c2cccs2)n1	4.1	13.3	-0.1	96.0	95.0	-1.7	-4.2	0.0	-4.0
COc1ccc(C(=O)NNC(=O)Cc2ccc(Cl)cc2)cc1	-9.1	11.9	-0.4	114.0	105.0	-2.0	-7.7	-4.2	-4.0
O=C(NC1CCCCC1)C(c1ccc(Cl)cc1)N1CCC2(CC1)OCCO2 (stereo not drawn)	-20.3	21.9	0.4	2.0*[inhibitor]	2.0*[inhibitor]	-2.2	-17.4	-2.6	-16.0
CCOC(=O)N1CCN(C(=O)Cn2cc3c(n2)CCCC3)CC1	-2.6	1.4	1.1	100.0	100.0	-7.9	-5.4	-4.7	0.0
COc1cccc(/C=N/N2CCN(c3ccc(Cl)cc3)CC2)c1OC	5.5	9.5	-0.6	105.0	102.0	-17.1	-4.4	-11.0	2.0
CC1=C(C)/C(=N\OS(=O)(=O)c2ccc(C)cc2)C=CC1=O	-166.6	11.1	64.1*	106.0	105.0	-3.6	-0.6	5.5	-1.0
Cc1cc(C)cc(C(=O)NCC(=O)N2CCN(c3cccc(Cl)c3)CC2)c1	15.7	-12.1	-0.2	102.0	100.0	-31.3	-6.0	-6.6	5.0
Clc1cccc2c1CCN(Cc1nc(-c3cnccn3)no1)C2	-12.3	-2.5	0.6	111.0	100.0	-7.2	7.1	3.3	6.0
O=C(NCc1cccs1)C1CCN(S(=O)(=O)N2CCCC2)CC1	-4.5	-1.5	1.6	99.0	96.0	-3.9	-5.6	-8.3	-3.0
COc1ccc(NC(=S)NCCC2=CCCCC2)cc1OC	2.8	4.9	0.1	74.0	74.0	-20.2	12.8	-6.4	-20.0
Cc1ccccc1S(=O)(=O)Oc1cccc2c(O)cccc12	5.2	11.2	-0.6	102.0	103.0	-2.5	12.4	-2.5	0.0
CC1CCCN(C(=O)c2ccc3c(c2NCCO)C(=O)c2ccccc2C3=O)C1 (stereo not drawn)	26.3	-14.4	-3.8	105.0	102.0	-20.2	-9.6	-4.1	1.0
Cc1cc2ccccc2c(=O)n1CC(=O)NCC(=O)N1CCCC1	5.8	16.7	-0.1	103.0	102.0	-0.9	4.6	0.3	4.0
S=C1Cc2ccccc2C(c2ccc(Cl)cc2)N1 (stereo not drawn)	-8.8	13.4	-7.5	107.0	102.0	-11.9	5.8	-5.5	5.0
COC(=O)[C@@H]1C[C@@]2(O)[C@@H](O)[C@@H](O)[C@@H](O)C[C@H]2N1Cc1ccc(C(F)(F)F)cc1	0.7	6.3	-0.9	89.0	89.0	.	.	-7.4	-5.0
O=C(NCc1ccc(F)cc1)C1CCN(C(=O)NCc2ccccc2)CC1	2.5	-7.0	-0.3	98.0	94.0	-6.5	-2.8	-7.5	-7.0
Nc1nc(CN2CCN(c3ccc(F)cc3)CC2)nc(N2CCCc3ccccc32)n1	-3.7	25.5	1.1	92.0	96.0	-10.7	-29.3	-5.3	-6.0

Record cards, as listed above. Values in the order: CRFBP-R2 block	UBC9 SUMO inh	CRFR2-BP ag	MEKK3 PB1 HTS	MEKK2wt PB1 HTS	DNA FID counter	HCV NS3 hel inh	GalR3 antag	MEKK2mut PB1 HTS
Shown for COc1ccc(NC(=S)NCCC2=CCCCC2)cc1OC : 2.8	4.9	0.1	74.0	74.0	-20.2	12.8	-6.4	-20.0
Shown for Cc1cc2ccccc2c(=O)n1CC(=O)NCC(=O)N1CCCC1 : 5.8	16.7	-0.1	103.0	102.0	-0.9	4.6	0.3	4.0

The list continues:
SMILES	CRFBP-R2 block	UBC9 SUMO inh	CRFR2-BP ag	MEKK3 PB1 HTS	MEKK2wt PB1 HTS	DNA FID counter	HCV NS3 hel inh	GalR3 antag	MEKK2mut PB1 HTS
Cn1ncc([N+](=O)[O-])c1C(=O)Nc1cccc2ccccc12	4.1	8.1	-0.5	97.0	98.0	1.2	10.8	-8.6	0.0
CCC(CC)C(=O)N1CC(=O)Nc2ccc(F)cc2C1c1ccccc1 (stereo not drawn)	-17.1	17.9	-0.9	106.0	109.0	-25.7	-9.6	-5.2	3.0
CC(=O)c1c(N2CCOCC2)nc(=S)n(-c2ccc([N+](=O)[O-])cc2)c1C	6.7	19.8	-0.9	.	.	-0.9	2.8	-2.6	.
O=C([C@@H]1Cc2ccccc2CN1)N1CCN(Cc2ccccc2)CC1	1.6	-4.5	-1.2	99.0	102.0	-2.0	-44.7	-8.4	3.0
COc1cc(/C=N/NC(=O)/C(=C\c2ccc3c(c2)OCO3)NC(=O)c2ccccc2)ccc1O	13.2	-0.2	0.5	142.0*	103.0	-5.5	-1.1	-0.9	1.0
COc1cccc(CN2CC(C(=O)NCCc3ccccc3C(F)(F)F)CCC2=O)c1 (stereo not drawn)	-5.7	4.2	0.2	96.0	101.0	-51.5	-2.8	2.8	-3.0
CC(C)(C)NC(=O)CN(C(=O)C(=O)Nc1ccc2c(c1)OCCO2)N1CCOCC1	-2.4	21.0	0.0	102.0	102.0	-12.0	4.2	-7.9	6.0
CCOC(=O)C1(Cc2ccccc2C)CCCN(Cc2cn(C)nc2C)C1 (stereo not drawn)	16.0	16.8	1.7	105.0	114.0	3.9	15.8	-4.2	16.0
CN1CCN(C(=O)c2c(O)c3cccc4c3n(c2=O)CCC4)CC1	4.6	5.7	2.6	99.0	94.0	6.4	-0.3	-2.0	-2.0
CCCNC(=O)C(=O)NCc1ccccn1	3.7	2.8	-3.5	70.0	70.0	-4.0	8.3	-3.6	-19.0
CC(C)C1CC(O)(C2(O)CCCCC2)ON1 (stereo not drawn)	-2.0	2.8	-1.9	101.0	105.0	-6.4	1.0	-5.8	7.0
Cc1cc(C)cc(NC(=O)Nc2cnccn2)c1	9.2	-9.9	0.6	103.0	104.0	-12.3	1.3	-6.0	4.0
NC(=O)Nc1cc(Cl)ccc1Cl	0.3	7.7	-0.4	103.0	98.0	-0.6	-8.2	-6.1	4.0
COC(=O)CNC(=O)CN1C(=O)N(c2cccc(Cl)c2)C(N(O)C(=O)Nc2cccc(Cl)c2)C1(C)C (stereo not drawn)	-17.3	-9.6	1.2	109.0	111.0	-24.8	-4.1	-2.3	3.0
O=S(=O)(Nc1ccncc1Cl)c1cc(Cl)ccc1Cl	0.8	8.1	3.5	96.0	93.0	-1.9	17.3	-1.1	-7.0
Cc1nn(Cc2ccccc2Cl)c(C)c1NC(=O)c1nc2ncccn2n1	57.9*	15.8	1.8	105.0	103.0	-6.5	8.1	-2.9	7.0
NNC(=O)COc1ccccc1[N+](=O)[O-]	-2.6	12.8	0.3	95.0	97.0	1.6	-1.1	-3.6	-5.0
CCCCOCCCNC1=NCCCCC1	29.3	-2.4	0.1	102.0	103.0	1.2	1.5	-1.6	-3.0
O=c1cc(N2CCCCC2)c(-c2ccccc2)nn1Cc1ccccc1	-20.9	14.4	0.4	103.0	96.0	-25.4	-9.2	-0.6	-5.0
Cc1cccc(NC(=S)NC(=O)/C=C/c2ccccc2)n1	26.6	13.0	7.6	103.0	100.0	-14.8	5.8	-4.9	-3.0
O=C(NC1CCCCC1)c1ccc(CNc2nc(=S)[nH]c3ccccc23)cc1	-10.9	-6.1	-1.6	98.0	83.0	-6.7	3.8	2.4	-12.0
COCC(C)n1c(SCC(=O)N2CCCCC2)nc2ccccc2c1=O (stereo not drawn)	1.3	15.8	-1.3	.	.	-26.1	-5.1	-3.2	.
COc1ccc(C(CC(=O)N2CCN(c3ccccc3)CC2)c2c(O)cc(OC)cc2OC)cc1 (stereo not drawn)	4.5	12.0	-0.5	84.0	73.0	.	.	-0.6	4.0
Cc1ccc(C(=O)NC2CC3CCC(C2)N3Cc2ccco2)cc1 (stereo not drawn)	16.6	-7.6	0.3	103.0	96.0	0.9	-3.9	-4.5	-3.0
CCOC(=O)CC(NC(=O)c1ccco1)c1ccc(C)cc1 (stereo not drawn)	6.4	10.5	-1.1	112.0	109.0	-13.8	4.0	-5.0	2.0
(further entries)
SMILES	CRFBP-R2 block	UBC9 SUMO inh	CRFR2-BP ag	MEKK3 PB1 HTS	MEKK2wt PB1 HTS	DNA FID counter	HCV NS3 hel inh	GalR3 antag	MEKK2mut PB1 HTS
COc1cc(/C=N/n2cnnc2)ccc1OS(=O)(=O)c1ccccc1[N+](=O)[O-]	-20.1	-6.2	-0.6	101.0	83.0	0.8	14.2	7.7	-2.0
O=C(CCn1c(=O)[nH]c2ccsc2c1=O)Nc1ccc(F)c(F)c1	2.3	-6.4	-0.8	100.0	99.0	-1.6	4.2	-3.1	0.0
O=C(O)/C(=C/c1ccco1)NC(=O)c1ccccc1	2.6	30.8	1.3	128.0*	106.0	-5.0	21.1	-0.8	-1.0
CCC(=O)Nc1ccc(NC(=O)CSc2nnnn2-c2ccc3c(c2)OCCO3)cc1	-0.3	0.8	0.6	104.0	102.0	-2.7	-0.3	-4.7	4.0
CC(NC(=O)c1ccc2c(c1)OCO2)C(c1cccs1)N1CCN(c2ccccc2)CC1 (stereo not drawn)	24.7	-31.8	-1.0	101.0	95.0	-11.0	-7.1	-4.8	5.0
CCN(C(=O)c1cc2c(=O)n3ccccc3nc2s1)C1CCCCC1	-7.3	30.6	1.0	103.0	101.0	-31.4	-5.8	-6.8	1.0
CCC(C)(C)NC(=O)CN(C(=O)CCC(=O)Nc1nccs1)c1ccc(C)cc1	-2.7	5.1	-0.1	105.0	101.0	-40.0	-6.7	-1.0	18.0

Three entries picked at random from the list so far:
SMILES	CRFBP-R2 block	UBC9 SUMO inh	CRFR2-BP ag	MEKK3 PB1 HTS	MEKK2wt PB1 HTS	DNA FID counter	HCV NS3 hel inh	GalR3 antag	MEKK2mut PB1 HTS
COc1cc(/C=N/n2cnnc2)ccc1OS(=O)(=O)c1ccccc1[N+](=O)[O-]	-20.1	-6.2	-0.6	101.0	83.0	0.8	14.2	7.7	-2.0
CCN(C(=O)c1cc2c(=O)n3ccccc3nc2s1)C1CCCCC1	-7.3	30.6	1.0	103.0	101.0	-31.4	-5.8	-6.8	1.0
O=C(O)/C(=C/c1ccco1)NC(=O)c1ccccc1	2.6	30.8	1.3	128.0*	106.0	-5.0	21.1	-0.8	-1.0
